Source: PubChem BioAssay
V1R ag counter: agonists of human V1a receptor, primary screen, counter-screen for OXTR agonist project, fluorescence, CHO-V1R cells; Fluo-8 calcium fluorescence, agonist mode; 0% DMSO, 100% 3 nM vasopressin; 0.25% of 320,000 active; Vasopressin V1a receptor (Homo sapiens), P37288; activation, % at 3 µM;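 active means activation above the mean activation of all tested compounds plus 3 SD, per screening run, cut at about 20% in these data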;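 further: signal is peak over basal fluorescence ratio across a 100 second FLIPR read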
Target sequence (P37288 whole entry, looked up): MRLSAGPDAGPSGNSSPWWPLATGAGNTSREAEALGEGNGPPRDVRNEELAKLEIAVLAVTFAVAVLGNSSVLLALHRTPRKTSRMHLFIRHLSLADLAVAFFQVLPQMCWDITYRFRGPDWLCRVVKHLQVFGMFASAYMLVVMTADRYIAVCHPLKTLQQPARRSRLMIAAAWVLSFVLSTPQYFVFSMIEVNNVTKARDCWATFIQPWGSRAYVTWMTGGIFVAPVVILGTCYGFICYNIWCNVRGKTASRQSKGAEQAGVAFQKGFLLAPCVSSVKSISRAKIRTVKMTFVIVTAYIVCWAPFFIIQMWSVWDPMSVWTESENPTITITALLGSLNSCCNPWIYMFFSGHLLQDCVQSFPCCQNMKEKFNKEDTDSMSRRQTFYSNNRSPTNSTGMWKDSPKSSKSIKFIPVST
M1 ag parental: counter-screen for M1 agonists: effect in parental CHO-K1 cells; activation, % at 3 µM; 0.48% of 360,000 active; Fluo-8 calcium fluorescence; scaled to maximal ATP response, vehicle zero; AID 602248, 2012; in the data active means activation above about 15%;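 further: untransfected CHO-K1 host cells lacking M1 receptor as counterscreen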
CHO-K1 Ca antag: counter-screen for M1 antagonists: effect in parental CHO-K1 cells; ATP-induced calcium, Fluo-8 fluorescence; inhibition, % at 3 µM; 0.6% of 360,000 active; AID 602250;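 active means inhibition above a per-plate cutoff, the plate's mean sample inhibition plus 3 SD, cut at about 24% in these data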;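 further: 0% = DMSO plus EC80 ATP and 100% = DMSO alone without ATP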
GPR7 antag: GPR7 receptor antagonists, primary screen, cell-based, fluorescence, single concentration; 1.1% of 290,000 active; GPR7-expressing cells, fluorescence antagonist assay; Neuropeptides B/W receptor type 1 (Homo sapiens), P48145; inhibition, % at 4.4 µM; in the data active means inhibition above about 16%, passing the limit was not always enough;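 further: cells stimulated with the agonist NPW; 0% = agonist with vehicle and 100% = vehicle without agonist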
Target sequence (P48145 whole entry, looked up): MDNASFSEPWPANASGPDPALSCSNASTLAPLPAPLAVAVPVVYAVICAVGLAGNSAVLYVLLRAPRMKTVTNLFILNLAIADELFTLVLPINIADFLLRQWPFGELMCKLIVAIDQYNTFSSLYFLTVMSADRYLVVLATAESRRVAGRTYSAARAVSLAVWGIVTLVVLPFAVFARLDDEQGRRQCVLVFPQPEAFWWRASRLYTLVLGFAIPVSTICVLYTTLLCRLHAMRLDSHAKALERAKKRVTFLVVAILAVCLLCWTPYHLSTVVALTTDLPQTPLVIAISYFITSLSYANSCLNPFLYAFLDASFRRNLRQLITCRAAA
CHO parental Ca: ATP-evoked calcium signal inhibitors, parental CHO, primary screen, counter-screen for OX1R antagonist project, cell-based, fluorescence, Fluo-8 calcium dye | inhibition, % at 5.6 µM | 0.63% of 330,000 active | parental CHO-K1, ATP-induced calcium, Fluo-8 fluorescence;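 active means inhibition above that plate's mean sample inhibition plus 3 SD, cut at about 26% in these data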;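 further: 0% = ATP-challenged DMSO wells and 100% = DMSO wells without ATP; some compounds past the cut are filed as inactive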
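Material – parental CHO cells · Reagent – ATP stimulus · Compound – single nominal dose of 5.6 µM per compound · Detection – Fluo-8 fluorescence · Read-out basis – percent inhibition of calcium signal · Controls – ATP-challenged DMSO wells low, unchallenged DMSO wells high · Repeats – no replicates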
CHO-K1 Ca PAM: nonselective calcium activators in parental CHO-K1 cells, primary screen, counter-screen for M1 PAM project, cell-based, Fluo-8 calcium fluorescence, full deck, 1536-well. ATP EC20; 0% at ATP EC20, 100% at ATP max. activation, % at 3 µM. 0.02% of 360,000 active. AID 602247, 2012;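 active means activation above the run cutoff, the mean activation of all test compounds plus 3 SD, cut at about 40% in these data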;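 further: peak over basal fluorescence ratio in a 140 s read after ATP addition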
TAAR1 antagonist: human TAAR1 antagonists, primary screen, Fluo-8 calcium fluorescence, CHO RD-HGA16 cells. Trace amine-associated receptor 1 (Homo sapiens), Q96RJ0. antagonist. inhibition, % at 3 µM. 1.5% of 360,000 active. AID 624466, 2012;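 active means inhibition above a per-plate cutoff, the mean inhibition of test compounds on that plate plus 3 SD, cut at about 49% in these data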;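 further: 0% = DMSO plus EC80 beta-PEA response and 100% = DMSO alone without agonist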
Target sequence (Q96RJ0 whole entry, looked up): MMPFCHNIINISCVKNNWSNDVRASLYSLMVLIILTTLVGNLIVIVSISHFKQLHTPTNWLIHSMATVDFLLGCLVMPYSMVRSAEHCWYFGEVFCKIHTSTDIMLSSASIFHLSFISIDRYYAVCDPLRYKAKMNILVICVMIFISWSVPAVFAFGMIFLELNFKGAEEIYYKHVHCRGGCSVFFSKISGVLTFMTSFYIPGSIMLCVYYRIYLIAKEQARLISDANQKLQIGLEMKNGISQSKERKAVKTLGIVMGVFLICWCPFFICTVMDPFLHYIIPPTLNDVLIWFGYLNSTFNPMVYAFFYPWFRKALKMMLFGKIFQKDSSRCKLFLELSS
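Material: CHO RD-HGA16 cells bearing hTAAR1; compound dosing: one-point dosing, 3 µM nominal final; schedule: dye loading 75 min at 37 °C, then 30 min room temperature; measured by: calcium fluorescence with Fluo-8; control set: vehicle and agonist controls; replication: n of 1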
OXTR potentiator: human OXTR potentiators, primary screen, fluorescence, CHO-OTR cells, Fluo-8 calcium. AID 2445, 2010. activation, % at 3 µM. Oxytocin receptor (Homo sapiens), P30559. Fluo-8 calcium fluorescence, potentiator mode; 0% = oxytocin EC15, 100% = EC100. 0.061% of 320,000 active;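 active means activation above that plate's cutoff, the mean activation of tested compounds plus 3 SD, cut at about 6.6% in these data, passing the limit was not always enough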;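 further: 100% uses oxytocin at 75 nM as the full agonist control; some results filed as inactive read as strong as hits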
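Assay system: CHO cell line stably expressing human OTR. Reagent: EC15 oxytocin agonist. Dosing: single dose, 3.0 µM nominal final compound concentration. Timing: compound 6 min at room temperature before oxytocin, 100 s read. Signal: kinetic Fluo-8 calcium fluorescence. Controls: oxytocin EC15 low and EC100 high.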
OXTR ag: human OXTR agonists, primary screen, fluorescence, CHO-OTR cells, Fluo-8 calcium | 0.32% of 320,000 active | Fluo-8 calcium fluorescence; normalized: DMSO 0%, oxytocin 100% | AID 2435, 2010 | activation, % at 3 µM | Oxytocin receptor (Homo sapiens), P30559;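 active means activation above the mean of all tested compounds plus 3 SD, cutoff set per screening run, cut at about 20% in these data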;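 further: peak over basal fluorescence ratio from a 100 s FLIPR kinetic read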
* = called active by the depositor; nt = not tested or not shown; & = joins results of further samples.

SMILES	V1R ag counter	M1 ag parental	CHO-K1 Ca antag	GPR7 antag	CHO parental Ca	CHO-K1 Ca PAM	TAAR1 antagonist	OXTR potentiator	OXTR ag
Cc1ccc(CNC(=O)C2CSC3(C)CCC(=O)N23)cc1 (stereo unspecified)	-0.7	0.8	-21	nt	-14	25	-1	0	0.2
Cc1ccc2c(c1)S/C(=C/c1ccc[n+](CCO)c1)N2C	-0.9	-0.2	2	-19	-1	5	13	-4	-0.1
CC(C)CCn1nc(C(=O)Nc2nc3c(s2)CCCC3)c2ccccc2c1=O	-0.1	0.0	-10	-8	-18	20	-21	-14	-1.0
CCOC(=O)c1sc(N)c(C(=O)Nc2ccccc2OC)c1C	-1.2	0.7	-24	10	-28	22	-14	-18	-2.3
C=CCC[C@H](Cc1ccc(F)cc1)C(=O)OC[C@@H](Cc1c[nH]c2ccccc12)NC(=O)[C@@H](CC=C)CC(=O)N(CCO)Cc1ccccc1	0.0	-0.3	-2	nt	-4	-22	51*	-9	0.5
CCOc1ccc(-c2nnc(SCC(=O)O)n2Cc2ccccc2)cc1	0.1	-0.3	3	-10	-1	0	-4	2	0.1
COC(=O)CN(C#N)c1nc(NC(C)C)nc(NC(C)C)n1	0.7	1.1	-5	-12	-6	17	-10	-7	-0.6
CC(NC(=O)CCN1C(=O)c2ccccc2C1=O)c1ccc2c(c1)CCCC2 (stereo unspecified)	0.5	0.5	0	-4	-20	13	4	-5	-2.2
Cc1cc(C2(c3ccc(O)c(C)c3)C(=O)N(C)c3ccc(Br)cc32)ccc1O	7.0	1.5	3	nt	-2	8	31	-6	7.5
Clc1nssc1=Nc1ccccc1	nt	0.7	-2	-5	nt	-11	nt	nt	nt
CCN=C1NN=C(c2cc(C)n(CCc3ccccc3)c2C)CS1	nt	-0.5	2	-6	nt	9	63*	nt	nt
Cc1cccc(NC(=O)c2ccc(S(=O)(=O)N(C)C)cc2)c1	2.3	1.7	5	5	8	11	-12	-3	0.6
CCOCCCNC(=O)c1ccc(Cn2c(=O)[nH]c3ccsc3c2=O)cc1	-1.3	0.8	-11	-1	-3	12	-20	-2	-0.2
NC(=O)NC(=O)COC(=O)[C@H](Cc1ccccc1)NC(=O)c1cccs1	-0.1	0.5	-4	-10	1	4	-26	6	0.9
O=C(NC1CCCC1)C(c1cccnc1)N(C(=O)c1csnn1)C1CCCC1 (stereo unspecified)	0.6	0.0	1	-11	-20	13	0	-6	0.3

Record cards, from the list above. Order of screens: V1R ag counter	M1 ag parental	CHO-K1 Ca antag	GPR7 antag	CHO parental Ca	CHO-K1 Ca PAM	TAAR1 antagonist	OXTR potentiator	OXTR ag
Profile of Cc1cc(C2(c3ccc(O)c(C)c3)C(=O)N(C)c3ccc(Br)cc32)ccc1O : 7.0	1.5	3	nt	-2	8	31	-6	7.5
Profile of Cc1ccc(CNC(=O)C2CSC3(C)CCC(=O)N23)cc1 (stereo unspecified) : -0.7	0.8	-21	nt	-14	25	-1	0	0.2
Profile of CCOCCCNC(=O)c1ccc(Cn2c(=O)[nH]c3ccsc3c2=O)cc1 : -1.3	0.8	-11	-1	-3	12	-20	-2	-0.2

Next part.
SMILES	V1R ag counter	M1 ag parental	CHO-K1 Ca antag	GPR7 antag	CHO parental Ca	CHO-K1 Ca PAM	TAAR1 antagonist	OXTR potentiator	OXTR ag
O=C(Cn1c(=O)oc2cc(S(=O)(=O)N3CCCC3)ccc21)N1CCN(c2ccccc2)CC1	-0.1	0.9	0	-8	-7	4	16	-4	0.4
COc1ccccc1NC(=O)N(CCN(C)C)Cc1cc2cc(C)ccc2[nH]c1=O	0.8	0.7	-8	-5	-10	23	-13	-13	-0.3
COc1ccc(OCCCn2c(=O)oc3ccccc32)cc1	-1.2	1.2	2	-5	-8	9	0	-15	-2.7
Cc1nn2c3ccccc3n(C)c2nc1=O	-0.8	0.2	15	-10	1	-5	0	8	1.2
O=C(Nc1ccc(F)cc1F)NC1CCCCCCC1	nt	1.5	-6	1	nt	10	-23	nt	nt
COc1ccccc1/C=N/NC(=O)Cn1cnc([N+](=O)[O-])n1	0.8	0.0	-16	-18	0	22	0	-7	0.0
CCOC(=O)Cc1nnc(NC(=O)c2ccco2)s1	1.1	0.2	-8	-15	-16	7	3	-12	-0.7
CCCN(CCC)CCNC(=O)C1CCN(S(=O)(=O)c2cccc3nsnc23)CC1	-0.4	-0.7	10	-10	-5	-25	-6	4	0.6
CCOc1ccc(C(C)(C)C)cc1S(=O)(=O)N1CCOCC1	-0.9	0.3	-7	-2	-3	21	-22	-1	-1.7
Cc1ccc(C)c(Cn2nnc3c(=O)[nH]c(C(=O)NCC4CCCO4)nc32)c1 (stereo unspecified)	-0.8	0.1	-8	-15	-10	31	-1	0	-1.1
O=C(Cn1cc2c(n1)CCCCC2)NC1CCN(Cc2ccccc2)CC1	-0.4	0.7	1	nt	-17	15	5	4	-0.9
CCCCNC(=O)C1(C)CCCCN1C(=O)c1cc2ccccc2s1 (stereo unspecified)	nt	0.5	-8	nt	nt	17	0	nt	nt
O=C(O)C1CSC2(c3ccc(F)cc3)CCC(=O)N12 (stereo unspecified)	-0.2	5.1	-12	0	-10	9	-21	4	0.1
COc1cccc(CN(C)CC(=O)NCc2ccc(F)cc2)c1OC	-0.8	0.3	-4	5	-13	15	-4	-7	-1.0
CCC(=O)Nc1cccc(NC(=O)c2ccc3c(c2)OCCO3)c1	1.0	2.9	-12	nt	6	13	2	-2	0.6
CCOc1ccc(NC(=O)CCC(=O)NNS(=O)(=O)c2ccccc2[N+](=O)[O-])cc1	1.0	0.3	-13	-5	-24	28	-6	4	0.1
CCOC(=O)c1ccccc1NC(=O)COC(=O)CCC(=O)c1ccccc1	1.6	1.5	-5	-12	-14	1	-12	-4	0.7
COc1cccc(CN(C)Cc2nc(Cc3ccccc3Cl)no2)c1	-0.8	0.4	-6	-13	-7	22	-5	-5	-2.0
O=C(c1ccccc1[N+](=O)[O-])N1CC2C3C=CC(C3)C2C1 (stereo unspecified)	1.1	1.0	-2	1	-15	19	4	-5	-0.5
O=C(C1CC1)n1cc(C(=S)N2CCOCC2)c2ccccc21	0.1	0.2	-18	-6	-14	14	-13	-6	-1.6
Cc1cc(SCC(=O)Nc2ccccc2C)nc(C)n1	-0.2	-0.1	17	-15	-5	13	14	-8	0.3
COc1ccc([C@@H]2CC=C(C(=O)O)[C@H](c3ccccc3)N2S(=O)(=O)c2ccccc2C)cc1	2.2	0.6	-7	nt	-25	-4	3	-22	-1.4
O=C(Nc1ccc(Cl)c(C(F)(F)F)c1)[C@@H]1CC=C[C@@H]2CCN(Cc3ccc(Cl)c(Cl)c3)C(=O)[C@@H]21	0.7	0.2	-11	nt	-30	6	-2	-5	0.3
Cc1snc(SCC(=O)N/N=C(\N)COc2ccc(F)cc2)c1C#N	-1.0	0.3	3	-1	-9	-3	4	-7	0.1
O=C(OCC(=O)N1CCN(C(=O)c2ccco2)CC1)c1ccc(S(=O)(=O)N2CCCCC2)cc1	4.3	1.4	-11	-6	-22	18	0	-12	2.0
O=C(Nc1ccc(F)cc1F)N1CCN(CCc2ccccc2)CC1	-0.9	30*	-10	-11	4	17	12	-10	1.7
CCC(c1nnnn1-c1ccc2c(c1)OCCO2)N1CCc2ccccc2C1 (stereo unspecified)	nt	2.4	-19	nt	nt	5	-2	nt	nt
COc1ccc(-n2cnnc2SCC(=O)Nc2cccc(S(=O)(=O)N3CCCCC3)c2)cc1	0.8	3.5	-13	4	-14	24	7	0	0.2
CC12CCC(C(=O)O)(C/C1=N\O)C2(C)C (stereo unspecified)	-0.4&0.7	-0.1&0.5	-6&-3	-8&5	-11&-17	15&7	-12&13	0&-8	0.5&0.2
C=CCn1c(SCC(=O)NC(=O)Cc2ccccc2)nnc1-c1ccccc1F	0.3	0.9	-7	nt	-17	16	2	2	-0.6
O=C(CCc1nnc(CCCCc2ccccc2)o1)NCCC1CCCCO1 (stereo unspecified)	4.8	0.4	11	8	-14	-13	8	-1	1.4
C=CCn1cc(C(=O)N2CCN(C)CC2)c(=O)c2cc(S(=O)(=O)N(CC)CC)ccc21	-1.5	-0.1	-7	-9	-13	10	-2	-1	0.3
COc1ccc(C(=O)Nc2ccc(S(=O)(=O)NC(C)(C)C)cc2)cc1[N+](=O)[O-]	2.6	5.1	-15	-2	-7	16	11	-10	2.2
CCOc1ccccc1N(CC(=O)NCCSc1ccccn1)S(=O)(=O)c1ccccc1	1.1	5.5	-6	2	-37	10	47	-7	3.3
O=c1[nH]c(Nc2ccc3c(c2)OCCO3)nnc1Cc1ccc(Cl)cc1	1.4	0.1	-6	-16	-9	10	8	-4	0.1
CC(NS(=O)(=O)c1ccc(CCC(=O)NCC2CCCO2)cc1)c1ccccc1 (stereo unspecified)	0.4	0.2	-2	-13	-19	18	7	-11	-0.2
Cc1cccc(C)c1NC(=O)CNC(=O)c1ccc(COc2ccccc2)cc1	2.0	-0.4	-2	nt	0	-11	-4	-1	3.2
NC(=O)CCCC1=NS(=O)(=O)c2ccccc2N1	-0.2	-0.2	-10	-6	-4	7	6	-4	0.6
O=c1[nH]c(/C=C/c2ccc(OC(F)F)cc2)nc2c1cnn2-c1ccccc1	-0.7	1.5	-4	-1	-4	19	-16	-8	-0.5
Cc1ccc(S(=O)(=O)N2CCN(C(=O)COC(=O)COc3ccccc3)CC2)cc1	2.2	0.9	-13	0	-14	13	6	-4	2.2
CC(C)CN(Cc1c(O)ccc2ccccc12)CC(C)C	0.5	-0.4	-14	-13	-3	11	-1	-4	1.0
COC(=O)[C@]1(C)N[C@H](CN(C)C(=O)Nc2ccc(Cl)cc2)[C@@H]2C(=O)N(C)C(=O)[C@@H]21	1.3	0.7	-12	nt	-16	-4	-7	-1	0.8
CCCSc1nc(SCC(=O)NCc2ccccc2)c2c3c(sc2n1)COC(C)(C)C3	1.4	0.3	-2	-14	-11	13	1	3	0.1
CCN(CC)Cc1cc(C(C)(C)C)cc(N2CCOCC2)c1O	nt	0.4	-2	nt	nt	-4	-22	nt	nt
Cc1ccc(/C=N/NC(=O)Cc2ccc(O)cc2)s1	0.0	1.5	-4	-9	2	12	3	-4	-0.1
CCCC(=O)N1CCN(c2ccc(NC(=O)c3ccc4c(c3)OCCO4)cc2)CC1	1.3	0.9	-5	-11	-6	10	-22	-12	-0.2
COc1cc(OC)c(C2Oc3nc(SC)nnc3-c3ccccc3N2C(C)=O)cc1OC (stereo unspecified)	0.2	0.6	3	-4	2	20	-1	-3	0.3

Not a hit list; 3.5% or so of the library scored in one or more.
